# TRPC6 inh: blocks the mouse TRPC6 cation channel; AID 2553; HEK293-TRPC6, membrane potential dye, ACh-evoked depolarization; stronger effect = lower value; 310,000 tested, 1.1% active; Q61143; B-score at 10 µM;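 active = B-score under library mean minus 3 SD, initial fluorescence not abnormally high, positive integrated signal ratio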;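 also: B-score derived from integrated fluorescence ratio over the kinetic read; more negative B-score means stronger inhibition of depolarization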
# RGS4 act: potentiators or activators of RGS4 | 310,000 tested, 0.92% active | B-score at 10 µM | HEK293 M3R/inducible RGS4, carbachol calcium flux Fluo4; stronger effect = lower value;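 active = B-score of the integrated calcium signal more than 4 SD below the library mean, with starting fluorescence not abnormally high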;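 also: negative B-score means reduced calcium response which marks RGS4 activation or potentiation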
#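 test system = HEK293 cells with stable M3R and inducible RGS4 | schedule = recording 10 s baseline at 1 Hz, 100 s post-agonist | technique = Fluo4-AM (2 µM) calcium-flux fluorescence, kinetic read | measure = Agonist-evoked peak-minus-minimum fluorescence over baseline, integrated ratio, B score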
# ANO1 activ: activates or potentiates the mouse TMEM16A chloride channel | Q8BHY3 | HEK293 TMEM16A/YFP-H148Q/I152L, iodide quench fluorescence; stronger effect = lower value | B-score at 10 µM | 340,000 tested, 0.3% active;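 active = fluorescence-ratio B-score plate-corrected deviation score at least 3 library SD below zero, with starting fluorescence score within 5 deviations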;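 also: channel opened by trigger with iodide after compound preincubation; score built on the fluorescence ratio of max minus min over baseline; more negative score means more quench and so TMEM16A activation or potentiation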
# TRPC6 act: activators of mouse TRPC6 channel | B-score at 10 µM | 310,000 tested, 0.13% active | Q61143 | HEK293-TRPC6 membrane potential dye fluorescence; stronger effect = higher value;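 active = B-score of the integrated fluorescence ratio above library mean plus 3 SD, and starting fluorescence ratio within library mean plus 5 SD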;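 also: higher score means more depolarization so channel activation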
# MrgX1 ag: agonists of human MrgX1 receptor. MrgX1-HEK293 cells, Fluo-4 calcium fluorescence, agonist mode; stronger effect = higher value. B-score at 10 µM. 310,000 tested, 0.44% active. AID 588627;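 active = calcium response B-score plate-corrected fluorescence ratio at least 3 library SD, with starting fluorescence B-score inside 5 SD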
# Target sequence (Q96LB2 whole entry, looked up): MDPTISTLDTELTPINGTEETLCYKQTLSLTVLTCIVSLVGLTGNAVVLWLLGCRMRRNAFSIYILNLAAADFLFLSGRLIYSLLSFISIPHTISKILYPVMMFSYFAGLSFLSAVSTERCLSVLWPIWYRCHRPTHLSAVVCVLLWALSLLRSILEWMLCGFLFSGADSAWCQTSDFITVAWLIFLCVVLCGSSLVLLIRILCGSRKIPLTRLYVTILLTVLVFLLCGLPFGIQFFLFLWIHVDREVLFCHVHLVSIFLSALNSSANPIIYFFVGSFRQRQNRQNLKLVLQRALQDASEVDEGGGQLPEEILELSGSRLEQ
#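 Test system: Stable human MrgX1 HEK293 cell line | Schedule: Overnight plating before 1 h dye loading | Read-out basis: Baseline-normalised fluorescence change ratio, B-scored | Detection: Kinetic calcium dye fluorescence, Fluo-4 NW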
# MrgX1 antagonist: antagonists of human MrgX1 receptor; Q96LB2; B-score at 10 µM; 310,000 tested, 1.3% active; MRGX1-HEK293 calcium flux, Fluo-4, BAM8-22 antagonism; stronger effect = lower value;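 active = calcium-response B-score plate-corrected more than 3 library SD below zero, starting fluorescence within 5 deviations, no agonist response on first addition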;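 also: peak minus trough fluorescence over baseline after final BAM8-22 challenge near maximal dose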
# TMEM16A inh: mouse TMEM16A channel inhibition, primary screen; Q8BHY3; HEK293 TMEM16A/YFP iodide influx fluorescence, ionomycin; normalized B-score (activity score, 25-100; higher = stronger inhibition) at 10 µM; 310,000 tested, 1.2% active;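 active = ratio plate-corrected score three or more library SD toward inhibition, starting fluorescence score within five deviations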;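 also: score derived from kinetic fluorescence span divided by baseline fluorescence per well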
# HDAC3 inh: human HDAC3 inhibition; O15379; recombinant HDAC3, fluorogenic peptide/trypsin coupled, fluorescence; inhibition, % at 8.3 µM; 320,000 tested, 0.15% active; in the data active = inhibition above about 26%, passing the limit was not always enough; inconclusive = no clear call, values can overlap the other calls
# Target sequence (O15379 whole entry, looked up): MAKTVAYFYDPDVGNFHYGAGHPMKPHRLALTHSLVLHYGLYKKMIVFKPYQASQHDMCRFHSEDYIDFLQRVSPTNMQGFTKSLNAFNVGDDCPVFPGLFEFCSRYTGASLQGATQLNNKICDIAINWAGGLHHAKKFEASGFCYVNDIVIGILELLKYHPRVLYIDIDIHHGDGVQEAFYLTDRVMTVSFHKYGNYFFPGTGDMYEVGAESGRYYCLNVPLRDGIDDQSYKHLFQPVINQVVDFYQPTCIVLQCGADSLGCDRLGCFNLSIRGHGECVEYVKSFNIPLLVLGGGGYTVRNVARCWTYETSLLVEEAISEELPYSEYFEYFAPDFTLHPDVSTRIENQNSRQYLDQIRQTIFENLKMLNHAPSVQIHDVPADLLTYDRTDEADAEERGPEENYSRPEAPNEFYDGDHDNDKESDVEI
# SKKanGAS inh: SKKanGAS growth inhibition | S. pyogenes SKKanGAS, kanamycin growth, BacTiter-Glo, 6 h | inhibition, % at 7.5 µM | 300,000 tested, 1.3% active | AID 1662;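 active = mean replicate score, as percent of positive control median, at least 50; inconclusive = mean below 50 but one replicate at or above 50; inactive = mean and every replicate below 50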;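 also: strain carries kanamycin resistance gene driven by streptokinase promoter and grows in 40 µg/ml kanamycin; loss of luminescence reflects streptokinase promoter inhibition or plain growth inhibition; 0% = median of DMSO wells and 100% = positive control at its reference dose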
# MrgX1 PAM: human MrgX1 positive allosteric modulation, primary screen; 310,000 tested, 0.63% active; Q96LB2; B-score at 10 µM; MrgX1-HEK293, Fluo-4 calcium flux, FDSS; stronger effect = higher value;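 active = plate-corrected calcium response at least 3 library SD above typical, normal starting fluorescence, not activating the receptor alone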;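 also: compound read alongside a low EC10 to EC30 dose of BAM8-22 agonist; peak minus trough fluorescence over baseline measured at the second addition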
# RGS4 inh: inhibitors of human RGS4. P49798. HEK293 M3R/RGS4 inducible, Fluo-4 calcium flux; stronger effect = higher value; triggered by carbachol at its EC20. B-score at 10 µM. 310,000 tested, 0.45% active. AID 463165;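 active = B-score, a plate-corrected calcium signal, over three deviations above library mean, with baseline fluorescence within five deviations of library mean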;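 also: RGS4 expression induced by doxycycline in cells with stable M3 receptor; B-score is computed from the integrated fluorescence ratio over baseline after carbachol; higher B-score means a larger calcium signal and so more RGS4 inhibition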
# Target sequence (P49798 whole entry, looked up): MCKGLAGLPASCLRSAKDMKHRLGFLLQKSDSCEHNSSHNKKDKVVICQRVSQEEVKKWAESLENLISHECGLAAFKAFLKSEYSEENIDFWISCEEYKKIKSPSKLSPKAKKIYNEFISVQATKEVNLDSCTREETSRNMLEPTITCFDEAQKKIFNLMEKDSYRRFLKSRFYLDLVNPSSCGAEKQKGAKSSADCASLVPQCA
# Active calls of the source: *; i = inactive; ? = inconclusive; nt = no result given.
SMILES,TRPC6 inh,RGS4 act,ANO1 activ,TRPC6 act,MrgX1 ag,MrgX1 antagonist,TMEM16A inh,HDAC3 inh,SKKanGAS inh,MrgX1 PAM,RGS4 inh
Cc1ccsc1/C=N/n1c(-c2cc(-c3ccccc3)n[nH]2)n[nH]c1=S,i,i,i,i,i,i,i,?,46,i,i
CC(C)C(C(=O)O)N1C(=O)/C(=C/C=C/c2ccco2)SC1=S (stereo unspecified),i,i,i,i,i,-5.3*,i,8,0,i,i
Cc1cc(-c2nc3cccnc3s2)ccc1NS(=O)(=O)c1ccc2c(c1)OCCO2,i,i,i,i,i,i,i,-7,22,i,i
CC(=O)Oc1ccc(S(=O)(=O)c2ccc(OC(C)=O)cc2)cc1,i,i,i,i,i,i,i,1,nt,i,i
COc1ccc(NC(=O)NCCN2CCN(c3cc(OC)ccc3OC)CC2)cc1,i,i,i,i,i,i,i,0,3,i,i
CCO/C=C1/C(=O)N(Cc2ccccc2)C(=O)c2ccccc21,i,i,i,i,i,i,i,-3,5,i,i
c1ccc(CCN(Cc2ccccc2)Cc2nc(C3CC3)no2)cc1,i,i,i,i,i,i,i,0,16,i,i
C[C@H](NC(=O)[C@H]1N2C(=O)c3ccccc3C2SC1(C)C)C(=O)N1CCCCC1 (stereo partly specified),i,i,i,i,i,i,i,-5,1,i,i
COC(=O)c1ccnc(/C=N/O)c1,i,i,i,i,i,i,i,-1,-6,i,i
CCOC(=O)COc1ccc(S(=O)(=O)N2CCc3ccccc3C2)cc1,i,i,i,i,i,i,i,-1,0,i,i
Nc1c(C(=O)NCc2ccc3c(c2)OCO3)c2nc3ccccc3nc2n1CCCN1CCOCC1,i,i,i,i,i,i,i,-5,8,i,i
CC(C)Cc1nc(SCC(=O)Nc2nnc(CC(C)C)s2)n[nH]1,i,i,i,i,i,i,i,1,-5,i,i
Clc1cnc2nc(SC/C=C/c3ccccc3)[nH]c2c1,i,i,i,i,i,i,i,-1,-9,i,i
Cc1ccc(-n2cc(CN(C)Cc3ncc[nH]3)c(-c3cccc(C)c3)n2)cc1,i,i,i,i,i,i,i,-1,-3,i,i
CC(=O)NC(=S)Nc1ccc([N+](=O)[O-])cc1C,i,i,i,i,i,-8*,i,0,0,i,i
CCC(=O)NN1CCc2cc3ccc(C)cc3nc21,i,i,i,i,i,i,i,-10,-1,i,i
COc1ccc([N+](=O)[O-])cc1NC(=O)COC(=O)c1ccccn1,i,i,i,i,i,i,i,-1,-5,i,i
COc1ccc(-c2c(N)n[nH]c2C)cc1OC,i,i,i,i,i,i,i,0,-10,i,i
CC/C(=C\C1CCCCC1)C(NP(=O)(c1ccccc1)c1ccccc1)c1ccccc1 (stereo unspecified),i,i,i,i,i,i,i,16,101*,i,i
COc1cc(OC)c(C(=O)NC2CC(C)(C)NC(C)(C)C2)cc1OC,i,i,i,i,i,i,i,0,1,i,i
COc1ccc(C(=O)NC(=O)COC(=O)c2ccc3ncsc3c2)cc1,i,i,nt,i,i,i,i,-2,-3,i,i
Cc1ccc2cc(CCNC(=O)c3ccco3)c(=O)[nH]c2c1C,i,i,i,i,i,i,i,5,-3,i,i
COC(=O)c1ccc(NS(=O)(=O)c2ccc3c(c2)oc(=O)n3C)cc1,i,i,i,i,i,i,i,15,1,i,i
CN(C)CCCN(C(=O)c1ccc(S(=O)(=O)N(C)C)cc1)c1nc2cc3c(cc2s1)OCO3,-5*,i,i,i,i,i,i,15,0,i,i
NC(=O)C1CCN(C(=O)c2ccc3nc(-c4ccccc4)c(-c4ccccc4)nc3c2)CC1,i,i,i,i,i,i,i,-22,2,i,i
CN(C(=O)COC(=O)CNC(=O)c1sc2ccccc2c1Cl)c1ccccc1,i,i,i,i,i,i,i,-2,0,i,i
COC(=O)c1[nH]c2ccc(C)cc2c1NC(=O)Nc1ccccc1OC,i,i,i,i,i,i,i,-4,9,i,i
O=C(c1ccc2nccnc2c1)N1CCN(Cc2ccc3c(c2)OCO3)CC1,i,i,nt,i,i,i,i,5,-7,i,i
CCN(CC)CCN1C(=O)C(=O)/C(=C(/O)c2c(C)[nH]c(C(=O)OC)c2C)C1c1cccs1 (stereo unspecified),i,i,i,i,i,i,i,10,1,i,i
COc1ccc(NC(=O)C2CCCO2)cc1OC (stereo unspecified),i,i,i,i,i,i,i,1,-3,i,i
Cc1ccc(S(=O)(=O)c2ccc(Cl)cc2)cc1S(=O)(=O)NC(C)C(=O)O (stereo unspecified),i,i,i,i,i,i,i,-2,-5,i,i
Cc1cccc(C)c1N1C(=O)c2ccccc2C1=O,i,i,i,i,i,i,i,1,2,i,i
CCCCC1(CC(=O)OCC)C(=O)N(c2ccccc2)N(c2ccccc2)C1=O,i,i,i,i,i,i,i,13,-6,i,i
O=C(CN1C(=O)C2CC=CCC2C1=O)NC1=NCCS1 (stereo unspecified),i,i,i,i,i,i,i,-2,11,i,i
O=C(O)c1ccc(Nc2nc(-c3ccccc3)c3ccccc3n2)cc1,i,i,i,i,i,i,i,-12,7,i,i
O=C(CSc1ccc2nnc(CCNC(=O)c3ccccc3)n2n1)NCCc1ccccc1,i,i,i,i,i,i,i,-2,-3,i,i
CC(=O)Nc1cc(C(F)(F)F)ccc1OCCOc1ccccc1,i,i,i,i,i,i,i,6,2,i,i
CN(C)c1ccc(CNC(=O)C2CCN(S(=O)(=O)c3ccc4c(c3)CCCC(=O)N4)CC2)cc1,i,i,i,i,i,i,i,1,1,i,i
NS(=O)(=O)c1ccc(N/N=C/C=C/c2ccccc2[N+](=O)[O-])cc1,i,i,i,i,i,i,i,6,-3,i,i
CCN(C(=O)Cc1c(C(=O)O)n(C)c2ccccc12)c1cccc(C)c1,i,i,i,i,i,i,i,-1,2,i,i

# A few values from the results shown:
# SKKanGAS inh result of `O=C(CSc1ccc2nnc(CCNC(=O)c3ccccc3)n2n1)NCCc1ccccc1` → -3
# HDAC3 inh result of `NS(=O)(=O)c1ccc(N/N=C/C=C/c2ccccc2[N+](=O)[O-])cc1` → 6

# (continued)
SMILES,TRPC6 inh,RGS4 act,ANO1 activ,TRPC6 act,MrgX1 ag,MrgX1 antagonist,TMEM16A inh,HDAC3 inh,SKKanGAS inh,MrgX1 PAM,RGS4 inh
O=C(CCCN1C(=O)/C(=C/c2ccccc2)SC1=S)Nc1ccc(C(=O)O)c(O)c1,i,i,i,i,i,i,i,0,7,i,i
O=C(O)c1c2c(nc3ccc(S(=O)(=O)N4CCC(C(=O)NC5CCCC5)CC4)cc13)CCCCC2,i,i,i,i,i,i,i,-4,-6,i,i
COc1ccccc1OC(C)C(=O)O (stereo unspecified),i,i,i,i,i,i,i,7,3,i,i
COc1ccc(C(CNC(=O)c2oc3c(Cl)cccc3c2C)N2CCCC2)cc1 (stereo unspecified),i,i,i,i,i,i,i,2,-12,i,i
CNS(=O)(=O)c1ccc2ccccc2c1,i,i,i,i,i,i,i,-4,-4,i,i
O=c1c2ccccc2[nH]c(=S)n1Cc1cccs1,i,i,i,i,i,i,i,-1,1,i,i
CC(CCc1ccccc1)NC(=O)C(C)OC(=O)c1ccco1 (stereo unspecified),i,i,i,i,i,i,i,-4,-7,i,i
COc1cc2c(cc1OC)C1CC(=O)C(CC(C)C)CN1CC2 (stereo unspecified),i,i,i,i,i,i,i,-8,-5,i,i
Cc1cc(C)c2c(CN3CCC(C)CC3)cc(=O)oc2c1C,i,i,nt,i,i,i,i,1,1,i,i
CC(C)(Oc1ccc(Cl)cc1)C(=O)Nc1ccc2oc(=O)ccc2c1,i,i,i,i,i,i,i,-1,2,i,i
CCc1nnc(NC(=O)CSc2ccc(-c3ccc(-n4cccn4)cc3)nn2)s1,i,i,i,i,i,i,i,-4,3,i,i
COCCN(C(=O)COC(=O)C1CCC(C(C)(C)C)CC1)c1c(N)n(Cc2ccccc2)c(=O)[nH]c1=O (stereo unspecified),i,i,i,i,i,i,i,0,0,i,i
O=C(NCCCN1CCOCC1)c1ccc([N+](=O)[O-])cc1[N+](=O)[O-],i,i,i,i,i,i,i,0,-3,i,i
CC(N=Cc1cc([N+](=O)[O-])ccc1O)c1ccccc1 (stereo unspecified),i,i,i,i,i,i,i,nt,1,i,i
Cc1ccc(S(=O)(=O)N[C@@H](CC(C)C)C(=O)NCc2ccco2)cc1,i,i,i,i,i,i,i,-1,11,i,i
CCN1CCN(c2ccc(S(=O)(=O)N3CCOCC3)cc2NC(=O)c2ccc(F)cc2Cl)CC1,i,i,i,i,i,i,i,-1,-2,i,i
CC1CCC(C(C)C)C(OC(=O)C[n+]2cccc(C(N)=O)c2)C1 (stereo unspecified),i,i,nt,i,i,i,i,-1,3,i,i
O=C(NCC(=O)N1CCN(C(=O)c2ccco2)CC1)c1ccc(Br)cc1,i,i,i,i,i,i,i,0,7,i,i
CN(C)c1ccc(N2C(=NC(=O)CC3CCCCC3)SC3CS(=O)(=O)CC32)cc1 (stereo unspecified),i,i,i,i,i,i,i,18,-8,i,i
CCN(C(=O)Cn1c([N+](=O)[O-])cnc1C)c1ccccc1,i,i,i,i,i,i,i,4,0,i,i
S=c1[nH]nc(-c2ccncc2)n1/N=C/c1ccccc1,i,i,i,i,i,i,i,0,4,i,i
CCc1nc(N2CCN(Cc3ccc4c(c3)OCO4)CC2)c2oc3ccccc3c2n1,i,i,i,i,i,i,i,-8,26,i,i
COc1ccc2c(C)cc(SC3CCOC3=O)nc2c1 (stereo unspecified),i,i,i,i,i,i,i,4,-7,i,i
O=C(Nc1ccc(N2CCOCC2)c(Cl)c1)c1ccco1,i,i,i,i,i,i,i,4,-3,i,i
Cc1ccc(S(=O)(=O)NCC(=O)N2CCc3ccccc3C2)cc1,i,i,i,i,i,i,i,8,-2,i,i
COC(=O)CCC(=O)Nc1cccc(Cl)c1,i,i,i,i,i,-5.4*,i,-5,-5,i,i
Cc1cccc(CSCc2nnc(N)s2)c1,i,i,i,i,i,i,i,-2,1,i,i
N#C/C(=C/c1cccn1-c1cccc(C(=O)O)c1)c1ccc(Cl)cc1,i,i,i,i,i,i,i,-3,11,i,i
O=C(c1ccc(OC2CCN(C(=O)C3CC3)CC2)cc1)N(CCO)Cc1ccccc1,i,i,i,i,i,i,i,-2,6,i,i

# Screening data (PubChem BioAssay)
